M1 antag: antagonists of human M1 muscarinic receptor; inhibition, % at 3 µM; 360,000 compounds, 1.3% hits; AID 588852; P11229; CHO-K1 hM1, Fluo-8 calcium fluorescence, ACh EC80 antagonist;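 active = percent inhibition above its own plate's cutoff, namely the mean of that plate's compound wells plus 3 SD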;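 note: peak over basal fluorescence ratio during 140 s after agonist addition; 0% = ACh EC80 plus DMSO and 100% = DMSO alone without agonist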
Target sequence (P11229 whole entry, looked up): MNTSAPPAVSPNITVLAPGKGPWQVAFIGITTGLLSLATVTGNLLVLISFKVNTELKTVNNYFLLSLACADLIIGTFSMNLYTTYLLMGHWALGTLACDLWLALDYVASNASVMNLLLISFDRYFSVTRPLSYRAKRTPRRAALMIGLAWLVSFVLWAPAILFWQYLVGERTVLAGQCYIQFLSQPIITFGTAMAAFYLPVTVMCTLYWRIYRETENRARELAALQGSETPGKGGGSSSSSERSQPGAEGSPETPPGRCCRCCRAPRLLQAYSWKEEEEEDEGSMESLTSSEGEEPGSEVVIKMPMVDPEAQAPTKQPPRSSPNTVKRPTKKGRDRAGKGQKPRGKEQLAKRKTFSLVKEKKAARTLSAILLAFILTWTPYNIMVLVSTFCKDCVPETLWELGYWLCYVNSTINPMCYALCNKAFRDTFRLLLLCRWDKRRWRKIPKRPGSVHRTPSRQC
CHRM1 agonist: agonists of human M1 muscarinic receptor | activation, % at 3 µM | 360,000 compounds, 0.33% hits | P11229 | CHO-K1 hM1, Fluo-8 calcium fluorescence, agonist mode; 0% DMSO, 100% acetylcholine EC100 | AID 588814;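 active = activation above the run's mean compound activation plus 3 SD, cut at about 16% in these data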;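 note: peak over basal fluorescence ratio within a 140 s kinetic read after compound addition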
TAAR1 antag: antagonists of human TAAR1; Q96RJ0; CHO RD-HGA16 TAAR1, Fluo-8 calcium fluorescence, antagonist; inhibition, % at 3 µM; 360,000 compounds, 1.5% hits; AID 624466;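 active = inhibition above a per-plate cutoff, the mean inhibition of test compounds on that plate plus 3 SD, cut at about 49% in these data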;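 note: 0% = DMSO plus EC80 beta-PEA response and 100% = DMSO alone without agonist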
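Test system – hTAAR1-expressing CHO RD-HGA16 cells, Gα16-coupled · Reagent – β-PEA at EC80 concentration, post-compound challenge · Compound dosing – 3 µM, single point · Timing – 140 s kinetic read after compound, 140 s after agonist · Detection – Fluo-8 intracellular calcium dye fluorescence, real-time kinetic reads · Control set – DMSO and EC80 PEA controls · Repeats – n of 1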
CHO-K1 Ca PAM: nonselective activator or artifact in parental CHO-K1 calcium assay | activation, % at 3 µM | 360,000 compounds, 0.02% hits | ATP EC20, Fluo-8 calcium fluorescence; 0% at ATP EC20, 100% at ATP max;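 active = activation above the run cutoff, the mean activation of all test compounds plus 3 SD, cut at about 40% in these data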;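 note: peak over basal fluorescence ratio in a 140 s read after ATP addition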
M1 ag parental: M1 agonist counterscreen hit in parental CHO-K1 cells; 360,000 compounds, 0.48% hits; Fluo-8 calcium fluorescence; scaled to maximal ATP response, vehicle zero; activation, % at 3 µM; in the data active = activation above about 15%;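 note: untransfected CHO-K1 host cells lacking M1 receptor as counterscreen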
OXTR potentiator: human OXTR potentiation. activation, % at 3 µM. P30559. CHO-OTR cells, Fluo-8 calcium fluorescence, potentiator mode; 0% = oxytocin EC15, 100% = EC100. AID 2445. 320,000 compounds, 0.061% hits;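 active = activation above that plate's cutoff, the mean activation of tested compounds plus 3 SD, cut at about 6.6% in these data, passing the limit was not always enough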;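 note: 100% uses oxytocin at 75 nM as the full agonist control; some results filed as inactive read as strong as hits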
Target sequence (P30559 whole entry, looked up): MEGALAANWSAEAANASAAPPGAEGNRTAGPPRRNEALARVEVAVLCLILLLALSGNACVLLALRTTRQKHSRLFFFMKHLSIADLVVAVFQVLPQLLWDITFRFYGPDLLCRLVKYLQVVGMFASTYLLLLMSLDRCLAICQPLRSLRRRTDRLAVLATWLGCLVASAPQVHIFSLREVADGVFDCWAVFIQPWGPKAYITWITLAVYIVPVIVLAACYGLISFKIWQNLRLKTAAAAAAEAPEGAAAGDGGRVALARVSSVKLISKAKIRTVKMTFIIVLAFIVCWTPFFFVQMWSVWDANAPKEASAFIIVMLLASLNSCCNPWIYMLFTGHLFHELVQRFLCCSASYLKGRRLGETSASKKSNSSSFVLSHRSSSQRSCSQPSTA
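Assay system: CHO cell line stably expressing human OTR. Reagent: EC15 oxytocin agonist. Dosing: single dose, 3.0 µM nominal final compound concentration. Timing: compound 6 min at room temperature before oxytocin, 100 s read. Signal: kinetic Fluo-8 calcium fluorescence. Controls: oxytocin EC15 low and EC100 high.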
TAAR1 agonist: agonists of human TAAR1; Q96RJ0; CHO RD-HGA16 TAAR1, Fluo-8 calcium fluorescence; vehicle wells 0%, saturating PEA agonist 100%; activation, % at 3 µM; 360,000 compounds, 0.99% hits; AID 624467;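 active = activation above the mean activation of all test compounds in the run plus 3 SD, cut at about 38% in these data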
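Test system: RD-HGA16 (CHO) cells co-expressing Gα16 and hTAAR1 | Doses: Single dose, 3 µM | Schedule: 17-24 h seeding, 75 min 37 °C dye, 30 min RT | Evaluation: % activation from peak over basal fluorescence ratio, DMSO-to-PEA scaled | Technique: Kinetic Fluo-8 calcium fluorescence | Benchmarks: Low control DMSO, high control PEA (EC100)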
CHO parental Ca: counter-screen for OX1R antagonists: effect in parental CHO cells | parental CHO-K1, ATP-induced calcium, Fluo-8 fluorescence | 330,000 compounds, 0.63% hits | inhibition, % at 5.6 µM | AID 463079;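 active = inhibition above that plate's mean sample inhibition plus 3 SD, cut at about 26% in these data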;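 note: 0% = ATP-challenged DMSO wells and 100% = DMSO wells without ATP; some compounds past the cut are filed as inactive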
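Test system: untransfected parental CHO cell line. Compound: one dose, 5.6 µM nominal. Detection: intracellular calcium via Fluo-8 no-wash fluorescent dye. Measure: % inhibition. Benchmarks: ATP-challenged DMSO wells low, unchallenged DMSO wells high.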
CHO-K1 Ca antag: M1 antagonist counterscreen hit in parental CHO-K1 cells. AID 602250. 360,000 compounds, 0.6% hits. inhibition, % at 3 µM. ATP-induced calcium, Fluo-8 fluorescence;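 active = inhibition above a per-plate cutoff, the plate's mean sample inhibition plus 3 SD, cut at about 24% in these data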;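 note: 0% = DMSO plus EC80 ATP and 100% = DMSO alone without ATP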
An asterisk follows results filed as active; . = no result given.

SMILES	M1 antag	CHRM1 agonist	TAAR1 antag	CHO-K1 Ca PAM	M1 ag parental	OXTR potentiator	TAAR1 agonist	CHO parental Ca	CHO-K1 Ca antag
COC(=O)c1c(N)sc(C(=O)NCCc2ccccc2)c1C	-3.7	3.5	73.5*	1.7	1.3	.	101.4*	.	-6.7
Cc1csc(SCCn2c(N3CCCC3)nc3c2c(=O)[nH]c(=O)n3C)n1	-14.1	-2.8	-2.0	18.3	0.7	-4.3	6.7	-25.4	-3.6
NNC(=O)c1ccc(-c2cccc([N+](=O)[O-])c2)o1	-2.9	-2.4	6.0	4.3	0.5	-15.6	5.3	-21.0	-2.8
COc1ccc(C(=O)N/N=C(\C)CC(=O)N2CCN(C=O)CC2)cc1	-11.5	-3.4	2.5	-3.0	-0.4	-8.9	2.3	-3.1	-2.5
CC(=O)Nc1ccccc1NC(=O)C/C(C)=N/NC(=O)C1CCCCC1	-15.3	1.3	-12.1	10.4	1.1	-7.4	3.9	-10.6	-23.0
CC(C)Oc1ccc(-c2nc(NCC3CCCO3)c3ccccc3n2)cc1 (stereo not drawn)	7.4	-3.7	6.2	12.5	4.0	-4.7	0.9	-20.7	-12.9
CC(C)(C)OC(=O)N/N=C/c1cc(N=Nc2ccccc2)ccc1O	-1.4	-4.1	24.1	20.6	1.1	-8.4	1.4	1.7	1.2
COc1ccc(N2CCN(C(=O)CSc3ccc(C)cc3)CC2)cc1	1.8	1.3	5.3	4.2	-0.2	-1.2	4.3	-2.3	5.8
CCC(C)(O)c1cnc(CC(C)C)c(=O)n1O (stereo not drawn)	-1.7	-1.4	-22.5	1.0	-0.2	.	0.4	.	-1.9
C[C@H](CO)N1C[C@H](C)[C@@H](CN(C)C(=O)c2cnccn2)Oc2cc(C#CCC3CCCC3)ccc2S1(=O)=O	-12.3	-0.1	-1.2	6.3	0.5	.	4.3	.	-2.3
CSc1ncc(OCc2ccccc2)c(=O)[nH]1	-6.8	-2.5	-11.4	11.6	1.4	-9.2	-1.1	-1.9	4.9
S=c1[nH]nc(CCc2ccc(Cl)cc2)o1	-10.6	-6.4	5.8	15.2	0.5	-2.3	10.4	-0.1	-12.1
C/C(Cc1ccccc1)=N\NC(=O)CNC(=O)c1ccccc1	2.1	-6.7	-10.5	17.4	-0.4	-6.7	-0.5	-0.3	-5.8
C=CCc1c(C)nc2ccc(C(=O)OCC)cc2c1Cl	1.1	-9.6	14.1	11.6	3.4	-2.9	11.9	-18.2	9.5
CCN(C(=O)CSc1nnc(-c2ccccc2Br)o1)C1CCS(=O)(=O)C1 (stereo not drawn)	2.8	-3.9	-27.1	11.9	-0.2	-9.1	3.1	0.6	-1.9
O=C(Nc1ccc(S(=O)(=O)NC2=NCCCCC2)cc1)C1COc2ccccc2O1 (stereo not drawn)	-2.9	-3.6	-28.2	4.2	1.6	-3.1	1.1	-14.8	-13.2
C=CCNC(=S)NNC(=O)c1cccnc1	-9.2	-1.0	-20.8	-11.6	-0.4	0.0	4.1	4.2	8.6
COc1ccc(-c2csc(NC(=S)NC(=O)/C=C/c3ccccc3)n2)cc1Br	.	.	-6.2	.	.	-5.0	5.2	-11.1	.
O=C(C1=C[C@@H](c2ccc(C(F)(F)F)cc2)C[C@@H](OCCCCO)O1)N1CCCCCCC1	-14.5	0.8	16.5	2.4	-0.4	1.1	1.3	-13.7	-5.1
CCC(=O)Nc1cccc(NC(=O)CSc2nnc(-c3ccc(NS(C)(=O)=O)cc3)n2CC)c1	-4.7	-5.8	-6.4	20.6	0.4	0.8	1.9	-15.2	-3.2
O=C1c2ccccc2C(O)N1c1ccc(Cl)cc1 (stereo not drawn)	1.6	-3.8	0.9	7.6	4.3	1.6	0.4	3.8	15.0
COc1ccc(CCN(C(=O)c2cccc(F)c2)C2CC(=O)N(c3ccc(OC)cc3)C2=O)cc1 (stereo not drawn)	-33.3	-0.9	3.7	4.4	1.2	-0.7	14.8	-10.6	-11.0
CN(Cc1cn[nH]c1-c1cc2ccccc2o1)CC1CCOCC1	-6.1	-2.3	-18.5	16.6	0.4	-2.4	1.7	-10.0	-7.7
CCn1c(CSCc2ccccc2)n[nH]c1=S	-7.2	-3.3	-1.6	23.8	0.6	-10.8	6.2	0.2	-5.7
Cc1ccc(S(=O)(=O)CC(=O)NC2CC2)cc1	-12.4	-4.0	-0.7	4.8	0.0	-2.6	3.2	-8.4	-5.0

Structural class: the entries above containing an NH in an aromatic ring
SMILES	M1 antag	CHRM1 agonist	TAAR1 antag	CHO-K1 Ca PAM	M1 ag parental	OXTR potentiator	TAAR1 agonist	CHO parental Ca	CHO-K1 Ca antag
Cc1csc(SCCn2c(N3CCCC3)nc3c2c(=O)[nH]c(=O)n3C)n1	-14.1	-2.8	-2.0	18.3	0.7	-4.3	6.7	-25.4	-3.6
CSc1ncc(OCc2ccccc2)c(=O)[nH]1	-6.8	-2.5	-11.4	11.6	1.4	-9.2	-1.1	-1.9	4.9
S=c1[nH]nc(CCc2ccc(Cl)cc2)o1	-10.6	-6.4	5.8	15.2	0.5	-2.3	10.4	-0.1	-12.1
CN(Cc1cn[nH]c1-c1cc2ccccc2o1)CC1CCOCC1	-6.1	-2.3	-18.5	16.6	0.4	-2.4	1.7	-10.0	-7.7
CCn1c(CSCc2ccccc2)n[nH]c1=S	-7.2	-3.3	-1.6	23.8	0.6	-10.8	6.2	0.2	-5.7

Records listed so far that bear a hit mark in TAAR1 antag.
mol | M1 antag | CHRM1 agonist | TAAR1 antag | OXTR potentiator
COC(=O)c1c(N)sc(C(=O)NCCc2ccccc2)c1C | -3.7 | 3.5 | 73.5* | .

Continued:
SMILES	M1 antag	CHRM1 agonist	TAAR1 antag	CHO-K1 Ca PAM	M1 ag parental	OXTR potentiator	TAAR1 agonist	CHO parental Ca	CHO-K1 Ca antag
COc1cc(/C=C(/C#N)C(=O)Nc2ccccc2)ccc1OCc1ccc(C(=O)O)cc1	6.1	-2.6	46.8	0.5	2.9	-6.7	14.4	-10.1	7.3
COc1ccc(CN(C)CC(=O)Nc2ccccc2C(=O)NC2CC2)cc1	-12.1	-1.5	10.0	14.2	2.9	-4.8	10.2	-16.4	-23.7
Cc1cc(N2CC(C(=O)Nc3nccs3)CC2=O)ccc1C(C)C (stereo not drawn)	-0.3	-3.0	-44.5	19.9	0.8	-5.7	6.7	-12.3	-6.7
COc1ccc(S(=O)(=O)NCc2cccnc2)cc1	-26.7	0.6	-7.6	3.3	0.6	-2.4	1.0	6.0	0.9
COC(=O)c1c(NC(=O)c2ccco2)sc(C(=O)Nc2ccc(F)cc2)c1C	-9.2	-4.0	4.8	18.2	0.3	6.2	0.0	-19.6	-25.7
COc1ccc(CC(NC(C)=O)C(=O)NC2CCN(c3nc(C)cc(C)c3C#N)CC2)cc1OC (stereo not drawn)	2.6	-1.3	4.5	13.6	0.1	-8.3	6.2	-12.5	-14.9
COCC(=O)NCc1nc2ccccc2n1Cc1ccccc1F	-4.8	-2.7	-1.6	11.8	0.0	-9.0	7.4	-3.8	-5.4
CCc1cc(=O)[nH]c(SCC(=O)N2CCC(Cc3ccccc3)CC2)n1	6.9	-0.6	-17.2	-7.3	0.6	-11.3	3.9	-7.4	3.6
COc1cc(C#Cc2c(C=O)n(C)c3ccccc23)cc(OC)c1	3.8	4.5	-5.0	-1.4	-0.2	-0.6	0.6	-10.7	-4.1
CCN(C(=O)COC(=O)c1ccc([N+](=O)[O-])o1)C1CCCCC1	4.8	-1.7	-9.8	-6.6	0.4	2.5	2.1	0.6	-2.1
COc1ccc(OC)c(S(=O)(=O)NC2CCCCNC2=O)c1 (stereo not drawn)	-4.4	-3.0	-1.9	10.2	-0.1	-11.1	3.7	-6.0	-5.9
O=C(NCC1CCCCC1)C1CCN(C(=O)NC2CCCCC2)CC1	8.5	-3.9	-18.4	2.3	0.1	-2.7	12.8	-5.5	0.9
CCOc1cc(C(=O)NCCOC)cc(OCC)c1OCC	0.8	-3.2	4.2	-1.8	-0.1	2.5	1.8	-12.4	3.8
CCn1cc(S(=O)(=O)NCCc2ccccc2OC)cn1	-16.9	-3.4	-5.0	-3.2	1.2	0.9	45.6*	-6.0	-2.3
Cc1ccc(C(=O)CSc2ccc(-c3ccccc3)nn2)cc1	-0.4	-8.2	-18.5	0.5	0.2	-0.4	-1.8	-18.2	-11.4
CC(C)(C)[C@H]1COC(=O)[C@H](Cc2ccc(F)cc2)CC/C=C/C[C@@H](CC(=O)N[C@H](CO)Cc2ccccc2)C(=O)N1	1.0	-2.7	-1.6	-7.3	0.1	0.3	6.6	-10.9	-4.1
CC1CCCN(CCCNC(=O)c2nn(C)c3c2CSc2ccccc2-3)C1 (stereo not drawn)	-2.1	-5.0	-22.9	10.6	2.3	4.3	0.8	-31.3	-14.6
Cc1ccc2c(CN3C(=O)NC(C)(c4ccc5c(c4)OCO5)C3=O)cc(=O)oc2c1 (stereo not drawn)	-8.0	-1.1	6.2	25.5	4.5	-7.3	14.1	-14.9	-27.8
COc1ccc(NC(=O)Nc2ccc(CC(=O)O)cc2)cc1	-6.6	-5.8	-3.5	11.9	0.1	-4.4	4.7	-8.3	-9.8
Cc1ccc(S(=O)(=O)N2CCC(C(=O)NCCC3=CCCCC3)CC2)c(C)c1	6.0	0.9	18.5	-1.0	4.2	-8.4	5.0	-17.5	2.3
Cc1ccc(OCCn2cnc3ccccc3c2=O)c([N+](=O)[O-])c1	-2.8	-3.5	-1.6	27.7	2.0	-6.3	1.9	-2.9	-10.7
Cn1cc(CN2CCCC(C(=O)c3ccc(-c4ccccc4)c(F)c3)C2)cn1 (stereo not drawn)	28.2*	-11.5	-2.6	29.8	6.3	-7.3	10.7	-15.5	-13.2
O=C(c1ccc2c(c1)OCO2)C1CCCN(C2CCN(CCc3ccccc3)CC2)C1 (stereo not drawn)	73.8*	-14.3	-1.7	21.3	1.1	1.1	2.0	-8.3	-14.7
CC(=O)N1CC2(c3ccccc3)CN(C(C)=O)CC(c3ccccc3)(C1)C2=O	-13.6	-1.1	-15.4	11.0	0.3	-9.2	2.0	12.8	-7.3
O=C(CN1C(=O)c2ccccc2S1(=O)=O)Nc1ccc(S(=O)(=O)N2CCCCC2)cc1	-15.4	-2.5	-16.1	-4.5	0.7	-1.6	13.6	-3.0	4.7

Source: PubChem BioAssay
